From PubChem BioAssay
UHRF1 MBD2 ctr = UHRF1 methylated DNA binding inhibitors, primary screen, counter-screen for MBD2 inhibitor project, biochemical, TR-FRET, human UHRF1, single concentration | E3 ubiquitin-protein ligase UHRF1 (Homo sapiens), Q96T88 | inhibition, % at 4.4 µM | actives 0.75% (n = 370,000) | UHRF1 binding to methylated oligo; in the data active means inhibition above about 21%;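 further: UHRF1 SRA domain binding a hemimethylated CpG hairpin DNA probe; 0% = median of test compound wells and 100% = reference inhibitor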
TDP2 absorb = human TDP2 enzyme inhibitors, primary screen, biochemical, epi absorbance, recombinant enzyme. inhibition, % at 12.8 µM. T5PNP hydrolysis, p-nitrophenol absorbance 415 nm. actives 0.34% (n = 370,000). Tyrosyl-DNA phosphodiesterase 2 (Homo sapiens), O95551;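 active means inhibition above the mean of all tested compounds plus 3 SD, set per campaign, cut at about 25% in these data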;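 further: 0% = DMSO with enzyme and 100% = buffer with substrate but no TDP2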
Target sequence (O95551 whole entry, looked up): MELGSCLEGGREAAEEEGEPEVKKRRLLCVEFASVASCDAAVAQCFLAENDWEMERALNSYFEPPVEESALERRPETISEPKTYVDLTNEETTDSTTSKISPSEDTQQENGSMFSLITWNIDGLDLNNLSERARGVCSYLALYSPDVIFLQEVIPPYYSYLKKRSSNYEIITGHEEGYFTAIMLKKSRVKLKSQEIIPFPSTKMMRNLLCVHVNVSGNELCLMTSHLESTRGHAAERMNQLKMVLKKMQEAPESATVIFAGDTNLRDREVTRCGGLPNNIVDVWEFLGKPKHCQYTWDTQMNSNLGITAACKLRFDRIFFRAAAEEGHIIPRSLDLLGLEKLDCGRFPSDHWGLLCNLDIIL
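Read-out basis: percent inhibition. System: recombinant human TDP2. Buffer or medium: Mg2+-containing Tris-HCl buffer, pH 7.5. Repeats: single replicate. Timing: reaction 2 h, 37 °C. Benchmarks: high control without enzyme, low control DMSO plus TDP2. Probe or stimulus: 5 mM T5PNP. Doses: 12.8 µM only. Measured by: epi absorbance of p-nitrophenol freed from T5PNP by hydrolysis.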
DDE Tn7 FP inh = inhibitors of Tn7 peptide binding to fibrin DD(E), primary screen, biochemical, fluorescence polarization, human fibrin, Tn7 probe | Fibrinogen beta chain (Homo sapiens), P02675 | FP displacement of FITC-Tn7 peptide from fibrin DD(E); 0% = median of compound wells per plate | inhibition, % at 8.3 µM | actives 0.13% (n = 370,000) | AID 720508, 2013;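 active means inhibition above the mean of compounds falling within the control limits plus 3 SD of them, cut at about 14% in these data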;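 further: 0% = plate median of compound wells and 100% = 10 µM Aha-Tn7 peptide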
Target sequence (P02675 whole entry, looked up): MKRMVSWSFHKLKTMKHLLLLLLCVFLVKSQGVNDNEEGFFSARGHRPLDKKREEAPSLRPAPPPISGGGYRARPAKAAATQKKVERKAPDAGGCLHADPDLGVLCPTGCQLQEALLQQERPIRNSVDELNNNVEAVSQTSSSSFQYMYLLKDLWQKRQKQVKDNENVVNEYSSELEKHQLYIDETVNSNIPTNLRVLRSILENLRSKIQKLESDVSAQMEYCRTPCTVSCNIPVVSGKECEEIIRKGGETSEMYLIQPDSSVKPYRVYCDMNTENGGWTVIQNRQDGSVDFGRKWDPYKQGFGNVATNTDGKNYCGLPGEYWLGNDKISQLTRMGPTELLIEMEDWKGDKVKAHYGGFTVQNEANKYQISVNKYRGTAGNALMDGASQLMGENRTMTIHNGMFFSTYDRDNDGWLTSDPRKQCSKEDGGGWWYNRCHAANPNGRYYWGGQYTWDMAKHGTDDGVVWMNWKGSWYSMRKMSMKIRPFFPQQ
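Assay system: human fibrin DD(E) protein / Input: 2 µM fibrin DD(E) / Benchmarks: high control of 10 µM Aha-Tn7 peptide / Measured by: fluorescence polarization of the labelled Tn7 tracer / Medium: Tris buffer with calcium and detergent, pH 7.8 / Timing: 10 min compound pre-incubation, 3 h probe incubation at room temperature / Repeats: one replicate per compound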
MBD2 inh = inhibitors of MBD2 binding to methylated DNA, primary screen, biochemical, TR-FRET, DNA-binding domain, human. Methyl-CpG-binding domain protein 2 (Homo sapiens), Q9UBB5. MBD2 binding to methylated oligonucleotide. inhibition, % at 4.4 µM. actives 0.31% (n = 370,000). AID 686964, 2013; in the data active means inhibition above about 13%
LEDGF integ inh = blockers of LEDGF/p75-dependent integrase strand transfer – biochemical, TR-FRET, high throughput, primary screen; actives 0.64% (n = 370,000); HIV-1 integrase (with human LEDGF/p75); TR-FRET IN-LEDGF/p75 DNA integration, Eu/Cy5; AID 743269, 2014; inhibition, % at 3.7 µM;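 active means inhibition above the screen-wide mean plus 3 SD, cut at about 13% in these data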;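 further: signal is the Cy5 over europium emission ratio at 671 and 618 nm; 0% = plate median of compound wells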
Tn6 DDE FP = inhibitors of Tn6 peptide binding to fibrin DD(E), primary screen, biochemical, fluorescence polarization, human fibrin, Tn6 probe; Fibrinogen beta chain (Homo sapiens), P02675; Fibrin DD(E) TRITC-Tn6 fluorescence polarization displacement; inhibition, % at 8.3 µM; actives 0.21% (n = 370,000);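 active means inhibition above a per-campaign cutoff: mean of compounds within control limits plus 3 SD, cut at about 15% in these data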;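 further: 0% = median of all compound wells on the plate and 100% = blocking peptide control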
PRMT1 inh = PRMT1 methyltransferase inhibitors, primary screen, biochemical, fluorescence polarization; Protein arginine N-methyltransferase 1 (Homo sapiens), Q99873; recombinant PRMT1, activity-based probe fluorescence polarization; inhibition, % at 2.79 µM; actives 1.3% (n = 370,000); AID 652257, 2013;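 active means inhibition above about 21% made by adding two undisclosed values, limit read from the data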
SIAE primary = human SIAE inhibitors, primary screen, biochemical, fluorescence polarization, FP-Rh probe, 1536-well HTS; Sialate O-acetylesterase (Homo sapiens), Q9HAT2; SIAE FP-Rh probe binding; inhibition, % at 9.66 µM; actives 0.69% (n = 370,000);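 active means inhibition above a cutoff: mean of compounds within the control limits plus 3 SD of those, cut at about 17% in these data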;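 further: 0% = plate median of compound wells and 100% = probe without SIAE protein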
TCR CD3 inh = inhibitors of human TCR-CD3 interaction, primary screen, biochemical, fluorescence, TAMRA-labeled TCR probe; inhibition, % at 9.4 µM; actives 0.37% (n = 360,000); AID 651800, 2012; in the data active means inhibition above about 19%;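 further: recombinant mutant TCR 2C K166C tagged with TAMRA read by polarization; 0% = receptor in buffer alone and 100% = receptor with positive control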
KLK7 zymogen act = proKLK7 zymogen activators, primary screen, biochemical, fluorescence intensity | purified proKLK7, EDANS-DABCYL substrate fluorescence; 100% is mature enzyme control, 0% vehicle | activation, % at 7 µM | actives 0.9% (n = 370,000) | AID 652039, 2013;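 active means activation above the mean of all tested compounds plus 3 SD, computed per campaign excluding outliers beyond control limits, cut at about 13% in these data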
Target sequence (P49862 whole entry, looked up): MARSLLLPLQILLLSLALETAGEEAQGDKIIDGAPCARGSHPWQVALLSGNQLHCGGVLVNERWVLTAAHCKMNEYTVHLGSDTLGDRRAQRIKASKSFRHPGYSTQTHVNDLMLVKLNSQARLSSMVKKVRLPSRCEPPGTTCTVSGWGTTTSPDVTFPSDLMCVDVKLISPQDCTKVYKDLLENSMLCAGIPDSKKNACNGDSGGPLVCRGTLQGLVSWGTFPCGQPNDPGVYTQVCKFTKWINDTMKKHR
The depositor's hits bear a star; / = no result given.

SMILES	UHRF1 MBD2 ctr	TDP2 absorb	DDE Tn7 FP inh	MBD2 inh	LEDGF integ inh	Tn6 DDE FP	PRMT1 inh	SIAE primary	TCR CD3 inh	KLK7 zymogen act
CCCC(=O)NCCCc1nc2ccccc2n1C(C)C	-2	7	-2	2	-4	-3	0	-3	1	-0.1
CN(C)CC(C)(C)NS(=O)(=O)c1ccc(Cl)cc1	4	-7	-5	-2	-2	-7	-3	4	-5	0.3
CCCn1c(C)cc(/C=C(\C#N)C(=O)OCC(=O)Nc2cccc(S(N)(=O)=O)c2)c1C	-2	-3	-5	0	0	-7	4	-8	4	-44
CCCn1c(C(O)c2ccc(OC)c(OC)c2)nc2ccccc21 (stereo unspecified)	1	-4	3	4	-2	9	4	-9	0	0.4
COC(=O)C1CC(=O)c2sccc2C1 (stereo unspecified)	5	-15	5	6	1	-11	1	-4	-1	-0.3
Cc1ccccc1/C(=N\S(=O)(=O)c1ccc(Br)cc1)Nc1ccccc1	-2	-14	-8	-3	1	2	-4	-9	-8	0.7
COc1ccc(C(=O)/C=C/Nc2ccc(S(=O)(=O)Nc3nc(C)cc(C)n3)cc2)c(OC)c1	1	5	0	0	2	1	4	4	2	-0.6
Cn1c(N)c(C(=O)COC(=O)C2CCN(S(=O)(=O)c3cccs3)CC2)c(=O)n(C)c1=O	2	-2	5	6	-3	4	0	0	7	-0.4
Cn1c(SCCCC(=O)c2ccc(Br)cc2)nnc1-c1ccncc1	-1	1	8	-4	-2	3	-4	-7	0	-0.1
O=C(NC1CCCCC1)C(c1ccc(F)cc1)N(Cc1ccco1)C(=O)c1ccccn1 (stereo unspecified)	1	-4	2	-3	0	-1	2	-4	-1	0.1
CCCCNC(=O)Nc1cc(C)on1	0	2	1	1	-1	0	2	0	8	-0.5
CC1CCN(S(=O)(=O)c2ccc(NC(=O)[C@@H]3CCCN3C(=O)c3cccs3)cc2)CC1	0	2	4	3	-1	-10	2	4	-7	-0.1
Cc1c(Cl)cccc1NC(=O)CC(NCCN1CCOCC1)C(=O)O (stereo unspecified)	-1	9	6	-1	-1	4	9	5	1	0.0
Nn1c(SCC(=O)N2CCOCC2)nnc1-c1ccccc1Cl	4	-6	-3	2	4	-6	2	2	-1	-0.3
CCn1c(=O)n(CC)c2cc(S(=O)(=O)Nc3cc(C)cc(C)c3C#N)ccc21	-2	-8	0	1	-6	5	3	-8	-5	0.6

Entries of single compounds from above:
Results for Cc1ccccc1/C(=N\S(=O)(=O)c1ccc(Br)cc1)Nc1ccccc1 = UHRF1 MBD2 ctr = -2; TDP2 absorb = -14; DDE Tn7 FP inh = -8; MBD2 inh = -3; LEDGF integ inh = 1; Tn6 DDE FP = 2; PRMT1 inh = -4; SIAE primary = -9; TCR CD3 inh = -8; KLK7 zymogen act = 0.7
Results for COc1ccc(C(=O)/C=C/Nc2ccc(S(=O)(=O)Nc3nc(C)cc(C)n3)cc2)c(OC)c1 = UHRF1 MBD2 ctr = 1; TDP2 absorb = 5; DDE Tn7 FP inh = 0; MBD2 inh = 0; LEDGF integ inh = 2; Tn6 DDE FP = 1; PRMT1 inh = 4; SIAE primary = 4; TCR CD3 inh = 2; KLK7 zymogen act = -0.6

(list continues)
SMILES	UHRF1 MBD2 ctr	TDP2 absorb	DDE Tn7 FP inh	MBD2 inh	LEDGF integ inh	Tn6 DDE FP	PRMT1 inh	SIAE primary	TCR CD3 inh	KLK7 zymogen act
CC(=NO)C1CCC2C3CCC4=CC(=NO)CCC4(C)C3C(=O)CC12C (stereo unspecified)	-1	-6	0	1	3	0	-1	-6	4	-0.7
Cc1cc2nc(-c3ccc[nH]c3=O)n(Cc3ccc(F)cc3)c2cc1C	1	0	-6	1	-5	-5	2	4	-1	22*
COc1cc(CCCN2C(=S)NC[C@H]2Cc2ccc(O)cc2)cc(OC)c1OC	-5	4	-4	1	-2	7	0	5	-1	0.2
COc1ccc(C(C(=O)N(C)C2CCCC2)N(Cc2ccc(F)cc2)C(=O)c2cc(C)[nH]n2)cc1OC (stereo unspecified)	1	-10	-8	-1	2	-1	-4	5	/	0.5
CCN(CC(=O)NCC1CCCO1)S(=O)(=O)c1ccc2ccccc2c1 (stereo unspecified)	5	2	0	0	3	-2	6	-1	-5	-0.1
CN(CCOc1ccccc1)C(=O)c1ccc2c(c1)OCO2	2	-1	0	1	-9	-1	3	5	-4	0.2
COc1ccc(CC(=O)Nc2ccccc2N2CCOCC2)cc1OC	10	5	0	-1	1	5	0	-3	7	0.1
CC(=O)N1CCN(Cc2nc3ccc(Cl)cc3n2CCO)CC1	4	-11	0	2	-4	-5	3	3	-2	-0.5
COc1ccc(OCC(=O)N2CCOCC2)cc1	-2	0	-5	-2	3	1	1	-3	5	0.1
CC(C)c1csc(CN2CCC(N3CCC(C(=O)N4CCOCC4)CC3)CC2)n1	3	-9	0	-3	0	4	-1	-1	-2	-0.1
COc1ccccc1NC(=O)COc1ccccc1C(=O)c1cnn(-c2ccccc2)c1	-2	-10	-4	2	1	4	0	-7	2	0.4
OCCC1CN(CC2CC2)CCN1Cc1ccc(F)c(F)c1 (stereo unspecified)	2	-1	-3	3	6	-5	-3	-1	-10	-0.1
CCCN1Cc2cccc(C(=O)Nc3ccc4c(c3)OCCO4)c2C1=O	3	-6	4	6	-1	-13	8	-3	-4	-0.2
Cn1c(N)c(C(=O)CSc2nnc(C3CC3)n2-c2ccccc2)c(=O)[nH]c1=O	-1	-13	5	3	-3	0	-1	-5	2	-0.3
Cc1ccc(C(=O)NCC(=O)N2CCCCCCC2)cc1	-2	-9	-8	1	-10	11	5	0	-9	-0.2
CC1=NN(C(=S)Nc2ccccc2)C(c2ccccc2)C1 (stereo unspecified)	-1	3	-2	1	-1	3	2	1	8	0.3
COc1ccc(C2=NN(C(=O)CSc3nccn3C)C(c3ccco3)C2)cc1 (stereo unspecified)	-2	-1	-1	-7	-5	-4	1	-2	3	-0.1
O=S(=O)(c1ccc(Cl)cc1)N1CCN(c2nc(C(F)(F)F)nc3ccccc23)CC1	-1	-11	3	4	2	1	-1	0	5	0.3
COc1ccc(NC(=O)/C(=C\c2ccc(OS(=O)(=O)c3ccc(C)cc3)cc2)NC(=O)c2ccccc2)cc1	4	2	1	-1	1	1	1	-18	0	-6.2
O=C(O)c1ccc(Cl)cc1NC(=O)C1CCN(S(=O)(=O)c2cccs2)CC1	-1	3	1	2	2	-3	-1	-5	2	0.4
CCOC(=O)C1CSCCS(=O)(=O)N1Cc1ccc(F)cc1 (stereo unspecified)	-2	-11	8	-3	4	2	-6	-2	2	0.4
O=C(NC1CCSc2ccccc21)c1ccc(F)cc1 (stereo unspecified)	-5	15	6	1	1	-1	-2	8	0	-0.4
C=C(C)[C@H]1CC=C(C)C(=O)C1	2	-1	0	1	2	-1	-1	-4	0	0.4
O=S1(=O)CCN(C(CO)c2ccccc2)CC1 (stereo unspecified)	2	-3	1	-7	2	7	-1	2	-1	0.3
COc1ccc(CN(C)C(=O)C(Cc2ccccc2)NC(=O)c2ccccc2)cc1F (stereo unspecified)	-3	10	2	-3	2	2	-1	2	3	-0.3
Cc1ccc(S(=O)(=O)NNC(=O)Nc2ccccc2F)c(C)c1	-2	-5	5	-4	1	-6	1	6	-3	0.7
CC1CCCC(C)N1C(=O)COC(=O)/C=C/c1ccc(Br)o1 (stereo unspecified)	2	2	0	1	0	-5	9	4	-1	-0.5
CC(=O)NCc1ccc(-c2csc(N)n2)s1	-7	-12	-1	0	0	-2	2	8	2	0.5
CCOc1ccc(S(=O)(=O)N(CC(=O)NCC2CCCO2)c2ccc(F)cc2)cc1 (stereo unspecified)	-1	3	-1	-4	2	-6	0	8	-5	-0.5
Cc1[nH]c(=O)[nH]c(=O)c1S(=O)(=O)N1CCC(C(=O)NC(C)c2ccccc2)CC1 (stereo unspecified)	-1	-5	1	-1	2	-5	0	2	5	0.0
Cc1ccc(C)c(NC(=O)COC(=O)c2ccc[n+]([O-])c2)c1	1	3	-1	-5	3	-4	2	2	4	-0.2
CCOc1ccc(CN(C)CC(=O)Nc2cc(C)c(C)cc2[N+](=O)[O-])cc1	1	-14	3	5	-1	0	7	2	-2	0.7
Cc1ccc(S(=O)(=O)c2c(N)n(Cc3ccco3)c3nc4ccccc4nc23)cc1	-6	10	2	-2	4	-3	17	-17	2	-32
COc1ccc(C2=NS(=O)(=O)N(C)C(C(=O)NC3CCCC3)=C2)cc1	0	-3	8	2	-3	-2	3	-6	-11	1.3
Cc1ccc(OCC(=O)Oc2ccccc2[N+](=O)[O-])cc1	13	10	7	2	2	5	1	0	6	-0.3
CN1CCCCC(NC(=O)c2ccc(F)c(F)c2)C1=O (stereo unspecified)	2	6	-2	-2	6	-6	-2	1	1	0.0
Cc1cc(C(=O)Nc2nc(-c3ccccn3)cs2)ccc1[N+](=O)[O-]	-4	-8	3	5	6	-7	-1	-5	-3	-0.1
O=Cc1cc(CCC(=O)O)ccc1O	1	-7	3	-1	2	-3	1	6	-5	-7.7
COc1cc(C(=O)OCCCc2cc3ccccc3c(=O)o2)cc(OC)c1OC	-1	5	10	0	-5	-1	0	5	-1	0.1
COc1ccc(/C=N/NC(=O)c2ccn[nH]2)cc1Cn1nc(C)c([N+](=O)[O-])c1C	-1	-6	3	3	2	1	-1	-2	0	0.1
COc1cccc(C(=O)Nc2cccc(OCC(=O)c3ccccc3)c2)c1	-1	1	6	3	-6	-7	-2	-13	8	0.7
CC(=O)N/C(=C\c1ccccc1)C(=O)OCC(=O)NC1CCCC1	6	-10	2	3	2	-3	0	4	-8	0.9
Cc1cccc(C)c1NC(=O)CNC(=O)C1COc2ccccc2O1 (stereo unspecified)	1	8	-4	-3	2	-15	-3	-5	-4	-0.5
CCOC(=O)c1ccc(N2C(=O)C(CC(N)=O)N(NC(=O)c3cccc(F)c3)C2=S)cc1 (stereo unspecified)	-1	2	-1	-3	-1	2	6	-5	-1	-0.1
O=C(c1ccccc1)N1CCN(C2CC3CCC2C3)CC1 (stereo unspecified)	1	0	3	-2	-1	2	1	0	-8	0.1
CC1CCCCN1C(=O)/C=C/c1ccccc1[N+](=O)[O-] (stereo unspecified)	-1	2	-2	4	-3	3	0	-1	-1	-0.4
